Assay outcomes as filed in PubChem.
GPR55 antagonists – GPR55 antagonists blocking LPI-driven arrestin recruitment, primary screen, imaging, U2OS, beta-arrestin-GFP, LPI agonist (AID 2013); inhibition, % at 10 µM; hits with a dose series show IC50 in µM; U2OS GPR55 beta-arrestin-GFP translocation imaging, LPI antagonism; higher % means a stronger effect; 290,000 tested, 0.13% active;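 active means spots per cell inhibited over 60%, with over 100 cells counted and total cytoplasm intensity under 500,000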;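 further: U2OS cells stably carrying GPR55 and arrestin-GFP stimulated by 5 µM LPI near EC80; imaged beta-arrestin-GFP aggregate spots per cell after agonist stimulation; plate controls were LPI-stimulated DMSO wells for no effect and DMSO wells without LPI for full effect; some results filed as inactive read as strong as hits; confirmed hits need IC50 under 10 µM and bright autofluorescent wells are also inconclusive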
West Nile virus CPE – inhibition of WNV-induced cytopathic effect – cell-based, CPE readout (AID 1621); West Nile virus-infected cells, CPE inhibition; higher % means a stronger effect; CPE inhibition, % at 10 µM, or IC50 in µM where a hit was titrated; 290,000 tested, 0.02% active; in the data active means a potency from the dose series; further: strong numbers were not always called active
KOR beta-arrestin-1 – KOR antagonists, beta-arrestin recruitment, cell-based, luminescence, uHTS (AID 1778) | KOR beta-arrestin recruitment, luminescence, antagonist mode; higher % means a stronger effect | inhibition, % at 10 µM; hits with a dose series show IC50 in µM | 290,000 tested, 0.091% active; in the data active means inhibition above about 50%; further: strong numbers were not always called active
NOD1 NF-kB reporter – NOD1 signaling inhibitors, primary screen, cell-based, luminescence, uHTS (AID 1578); one-dose inhibition, % at 4 µM; EC50 in µM for titrated hits; NOD1-driven NF-kB luciferase reporter cells, luminescence; higher % means a stronger effect; 290,000 tested, 1% active; in the data active means inhibition mostly above about 36%, no sharp cut-off; inactive means mostly below about 34%;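 further: HEK-293T reporter cells stimulated with the NOD1 agonist gamma-tri-DAP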
NS5 inhibitors – flavivirus cap methylation enzyme inhibition – biochemical, confirmation dose response, primary screen (AID 588689). Dengue-2 NS5 methyltransferase capping enzyme assay, biochemical; higher % means a stronger effect. inhibition, % at 25 µM, or IC50 in µM where a hit was titrated. 340,000 tested, 0.3% active; in the data active means a potency from the dose series
GPR35 antagonists – inhibition of zaprinast-stimulated GPR35 beta-arrestin translocation – imaging, U2OS, beta-arrestin-GFP, zaprinast agonist, primary screen (AID 2058). U2OS GPR35 beta-arrestin-GFP translocation imaging, zaprinast antagonism; higher % means a stronger effect. one-dose inhibition, % at 10 µM; IC50 in µM for titrated hits. 290,000 tested, 0.052% active;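 active means inhibition of at least 50% with at least 30 cells and total cytoplasm GFP at most 10,000,000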
GPR55 activation – GPR55 agonists via beta-arrestin recruitment, primary screen, imaging, U2OS cells, beta-arrestin-GFP redistribution (AID 1961); U2OS GPR55 beta-arrestin-GFP redistribution imaging; higher % means a stronger effect; one-dose activation, % at 10 µM; EC50 in µM for titrated hits; 290,000 tested, 0.048% active;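 active means activation above 40% with more than 50 cells counted in the well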;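 further: U2OS osteosarcoma cells stably expressing GPR55 and beta-arrestin-GFP; plate controls were DMSO negative control for no effect and LPI positive control for full effect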
HIV peptide binding – cell-free HIV fusion peptide-binding blockers – biochemical, uHTS, fluorescence dequenching, primary screen (AID 1986) | cell-free peptide binding, fluorescence dequenching, 30 min; higher % means a stronger effect | one-dose inhibition, % at 20 µM; IC50 in µM for titrated hits | 290,000 tested, 0.3% active; in the data active means inhibition mostly above about 52%, no sharp cut-off; inactive means mostly below about 76%; further: some results filed as inactive read as strong as hits
KOR beta-arrestin-2 – kappa opioid receptor activators – cell-based, luminescence, uHTS, primary screen (AID 1777); KOR beta-arrestin recruitment, luminescence; higher % means a stronger effect; activation, % at 10 µM; hits with a dose series show EC50 in µM; 280,000 tested, 0.02% active; in the data active means activation above about 50%, passing the limit was not always enough; further: a part of the inactive calls stands beside numbers as strong as those of hits
NS5 inhibitors pilot replicate – second read-out of NS5 inhibitors, no call of its own (marks repeat the call); inhibition, %; measured here: pilot screen replicate inhibition
* hit, by the source's call; x = not tested or not shown; [ ] = dose if it differs, or a comment.

A first look (three entries):
SMILES	GPR55 antagonists	West Nile virus CPE	KOR beta-arrestin-1	NOD1 NF-kB reporter	NS5 inhibitors	GPR35 antagonists	GPR55 activation	HIV peptide binding	KOR beta-arrestin-2	others
CCC(Cc1ccccc1)NS(=O)(=O)c1c(C)nc2scc(C)n2c1=O (stereo unspecified)	2%	0.1%	16%	15%	-6%	16%	0.3%	-1.7%	-7.5%
O=C(Cn1cnc2ccccc21)Nc1ccc(C(=O)O)cc1	-4%	-0.2%	x	6%	-4%	-5%	0.0%	0.1%	x
Oc1ccc2n[nH]nc2c1	2%	0.2%	18%	-33%	1%	1%	0.5%	-0.5%	2.5%

This part in full, from the first entry:
SMILES	GPR55 antagonists	West Nile virus CPE	KOR beta-arrestin-1	NOD1 NF-kB reporter	NS5 inhibitors	GPR35 antagonists	GPR55 activation	HIV peptide binding	KOR beta-arrestin-2	others
CCC(Cc1ccccc1)NS(=O)(=O)c1c(C)nc2scc(C)n2c1=O (stereo unspecified)	2%	0.1%	16%	15%	-6%	16%	0.3%	-1.7%	-7.5%
O=C(Cn1cnc2ccccc21)Nc1ccc(C(=O)O)cc1	-4%	-0.2%	x	6%	-4%	-5%	0.0%	0.1%	x
Oc1ccc2n[nH]nc2c1	2%	0.2%	18%	-33%	1%	1%	0.5%	-0.5%	2.5%
CCN(CC)CCN1C(=O)c2oc3ccccc3c(=O)c2C1c1cccc(Br)c1 (stereo unspecified)	11%	-0.1%	15%	0%	0%	18%	0.1%	0.1%	-7.2%
CC(=O)Nc1ccc(S(=O)(=O)N(Cc2ccccc2)C(C)C)cc1	32%	0.5%	26%	54%	2%	19%	-0.1%	1.3%	-2.2%
Cc1ccc(S(=O)(=O)N[C@H](C(=O)N2CCC3(O)CCCCC3C2)c2ccccc2)cc1 (stereo partly specified)	-5%	-0.3%	11%	12%	0%	4%	-0.1%	1.0%	0.1%
NS(=O)(=O)c1ccc(NC(=O)COc2ccc(Cl)cc2)cc1	-8%	-0.1%	12%	1%	-5%	7%	-0.1%	0.2%	-1.1%
N/C(=N\O)c1ccc([N+](=O)[O-])s1	3%	-1.8%	18%	-5%	2%	-5%	-0.2%	-1.0%	0.9%
COCCCNC(=S)NCCNc1nc2c(C)c(C)ccc2cc1C#N	4%	-1.5%	-48%	-22%	-16%	1%	0.3%	0.6%	4.0%
CCCCc1nc2c(=O)[nH]c3ccccc3c2o1	9%	0.0%	-11%	-31%	-6%	0%	-0.1%	1.6%	0.9%
O=C(Nc1cccc(Cl)c1)N(CCN1CCOCC1)Cc1cccc(Cl)c1	-5%	-0.7%	-25%	22%	-6%	-6%	-0.1%	-0.6%	0.2%
COc1ccc(NC(=O)c2nc[nH]c2C(=O)N[C@H](C)c2ccccc2)cc1	2%	0.0%	26%	-5%	-3%	-2%	-0.1%	-0.5%	4.3%
CCCOc1ccc(C2C(C(=O)c3ccc(C)o3)=C(O)C(=O)N2Cc2ccco2)cc1 (stereo unspecified)	19%	0.0%	-7%	-29%	10%	-4%	-0.1%	28%	9.1%
CC(C)(C)NS(=O)(=O)c1ccc(Oc2ncc(C(F)(F)F)cc2Cl)cc1	3%	-0.2%	-7%	-17%	-7%	8%	-0.3%	-0.6%	-1.2%
O=C(NC1(C(F)(F)F)NC(=O)N(Cc2cccnc2)C1=O)c1cccs1 (stereo unspecified)	7%	0.0%	7%	-10%	5%	16%	0.6%	-0.2%	-1.7%
COc1cc(/C=N/NC(=O)c2ccc(CN(C)S(=O)(=O)c3ccc(C)cc3)cc2)ccc1O	8%	1.4%	9%	0%	2%	-3%	0.0%	-0.5%	-3.1%
Cc1ccc(-c2nnn(CC(=O)N(c3cccc(F)c3)C(C(=O)NC3CCCC3)c3ccncc3)n2)o1 (stereo unspecified)	-9%	-0.1%	2%	-12%	0%	8%	-0.1%	-0.5%	-5.3%
CC(C)Oc1ccc(C(=O)N2CCCC2C(=O)O)cc1 (stereo unspecified)	-3%	0.3%	-4%	12%	-8%	1%	-0.2%	-2.0%	5.3%
CCC(=O)Nc1cccc(C2=NOC3(C2)C[C@H](C(N)=O)N(C(=O)c2ccc(Cl)cc2)C3)c1 (stereo partly specified)	12%	-0.2%	9%	-1%	-6%	-2%	-0.1%	0.5%	x
O=c1c2ccccc2nnn1Cc1ccccc1Cl	5%	-0.7%	-10%[20 µM]	-4%	1%	9%	-0.1%	-1.4%	-5.8%
COc1ccc(N2CCN(C(=O)CCCCCn3c(=O)[nH]c4ccsc4c3=O)CC2)cc1	7%	0.6%	4%	-21%	4%	2%	0.5%	0.0%	-5.6%
Cc1occc1C(=O)N/N=C/c1ccc(OCc2ccccc2)cc1	8%	1.1%	-33%	-7%	-5%	-4%	0.2%	3.1%	24%
COc1ccc2cc(C(=O)NCCCN3CCCC3=O)[nH]c2c1	23%	-0.5%	18%	-25%	-7%	-13%	-0.2%	2.0%	1.3%
CC(C)CCNC(=O)C(=O)Nc1ccccc1	8%	0.5%	13%	-43%	-1%	5%	-0.3%	4.1%	-5.2%
CC(=O)N/N=C(\C)CC(=O)NC(C)(C)C	11%	0.3%	-2%	-12%	4%	-12%	-0.5%	-0.9%	-2.0%
Cc1cc(-c2ccccc2)nc(Cl)c1C#N	8%	-0.7%	-16%	-29%	-2%	8%	-0.1%	-3.4%	2.8%
CC(C)N(Cc1ccccc1)C(=O)CN1C(=O)COc2ccc(S(=O)(=O)NC3CCCC3)cc21	6%	-0.7%	-25%	-2%	-7%	-7%	-0.2%	2.7%	0.8%
OCCC1CN(CCCc2ccccc2)CCN1Cc1ccc(F)cc1 (stereo unspecified)	2%	-1.2%	-28%[20 µM]	51%	0%	15%	-0.2%	-0.4%	8.9%
Cn1c(SCC(=O)NC2CC2)nnc1C1CC1	-9%	-0.3%	-11%	-10%	-6%	-8%	0.3%	2.2%	7.6%
COCCn1c(-c2cc(OC)c(OC)c(OC)c2)nc2nc3ccccc3nc21	0%	x	-8%	-6%	x	-14%	-0.2%	0.2%	2.7%
O=C1c2ccccc2C(=O)N1CCn1ccnc1	13%	-0.6%	-12%	29%	x	-12%	1.5%	1.3%	-0.2%
COc1ccccc1CCNC(=O)c1cc(-c2ccccn2)nc2ccc(Br)cc12	-8%	-0.2%	-63%[20 µM]	9%	x	-5%	-0.1%	0.5%	-1.0%
Cc1ccc(CN(CC(=O)NCCc2ccccc2)C(=O)c2csnn2)cc1	-10%	-0.1%	14%	-20%	0%	-12%	-0.2%	-1.1%	-4.1%
Cc1cc(-n2ccnc2)n2c(nc3ccccc32)c1C#N	12%	-0.5%	-2%	-6%	-12%	4%	-0.1%	2.9%	-1.9%
CCOc1ccc(CNC(=O)CCc2cn(C)c3ccccc23)cc1	-3%	0.2%	-11%	-6%	2%	-3%	1.5%	-0.7%	-0.7%
Cc1ccc(-c2nn(-c3ccccc3)cc2C2CC(c3ccccc3)=NN2C(=O)CCC(=O)O)cc1 (stereo unspecified)	4%	-1.1%	14%	-7%	-4%	-2%	0.3%	23%	8.5%
CCN(CC)c1ccc(NC(=O)COc2ccccc2C#N)cc1S(=O)(=O)Nc1ccccc1OC	2%	-1.0%	-3%	52%	8%	2%	-0.3%	-1.8%	9.6%
O=C(c1cc2c(s1)CCCCC2)N1CCN(c2ncccn2)CC1	-2%	-0.1%	-19%	-29%	-1%	-8%	-0.1%	-1.5%	6.3%
CCc1ccc(-c2nnn(Cc3nn[nH]n3)n2)cc1	6%	0.2%	20%	-8%	1%	-5%	0.2%	0.0%	-4.5%
CC(=O)c1ccc(N(C(=O)c2csnn2)C(C(=O)NC(C)(C)C)c2cccs2)cc1 (stereo unspecified)	-13%	-0.5%	-14%	7%	-4%	25%	-0.1%	-0.9%	-4.1%

Some of these compounds in order of count of non-hydrogen atoms, high to low:
SMILES	GPR55 antagonists	West Nile virus CPE	KOR beta-arrestin-1	NOD1 NF-kB reporter	NS5 inhibitors	GPR35 antagonists	GPR55 activation	HIV peptide binding	KOR beta-arrestin-2	others
CC(=O)c1ccc(N(C(=O)c2csnn2)C(C(=O)NC(C)(C)C)c2cccs2)cc1 (stereo unspecified)	-13%	-0.5%	-14%	7%	-4%	25%	-0.1%	-0.9%	-4.1%
CCOc1ccc(CNC(=O)CCc2cn(C)c3ccccc23)cc1	-3%	0.2%	-11%	-6%	2%	-3%	1.5%	-0.7%	-0.7%
CC(=O)N/N=C(\C)CC(=O)NC(C)(C)C	11%	0.3%	-2%	-12%	4%	-12%	-0.5%	-0.9%	-2.0%

Quoted at random: 2 entries already listed.
SMILES	GPR55 antagonists	West Nile virus CPE	KOR beta-arrestin-1	NOD1 NF-kB reporter	NS5 inhibitors	GPR35 antagonists	GPR55 activation	HIV peptide binding	KOR beta-arrestin-2	others
CCCCc1nc2c(=O)[nH]c3ccccc3c2o1	9%	0.0%	-11%	-31%	-6%	0%	-0.1%	1.6%	0.9%
COc1ccc(N2CCN(C(=O)CCCCCn3c(=O)[nH]c4ccsc4c3=O)CC2)cc1	7%	0.6%	4%	-21%	4%	2%	0.5%	0.0%	-5.6%

The results go on.
SMILES	GPR55 antagonists	West Nile virus CPE	KOR beta-arrestin-1	NOD1 NF-kB reporter	NS5 inhibitors	GPR35 antagonists	GPR55 activation	HIV peptide binding	KOR beta-arrestin-2	others
COC(=O)c1ccc(C)c(NC(=O)C(CCSC)NC(=O)c2cc(OC)c(OC)c(OC)c2)c1 (stereo unspecified)	9%	-0.3%	-14%	0%	-10%	-5%	0.0%	1.1%	2.5%
CCOC(=O)N1CCN(Cc2nc3c(c(=O)n(C)c(=O)n3C)n2Cc2ccccc2C)CC1	-2%	-0.5%	-33%	-8%	-5%	2%	-0.2%	-3.0%	1.5%
Cc1ccc(Nc2cc(C)nc3c(C)cccc23)cc1	6%	-0.5%	-12%	-7%	-4%	-6%	-0.2%	0.3%	-6.2%	NS5 inhibitors pilot replicate=-5.2
COc1cccc(C(=O)N(C)c2nnc(-c3ccncc3)s2)c1	22%	x	7%	8%	-6%	3%	0.3%	-1.2%	3.5%
CNC(=O)Nc1ccc(Cn2cc(C(F)(F)F)ccc2=O)cc1	2%	0.0%	-29%	-21%	-10%	1%	0.6%	-0.8%	5.7%
CCOC(=O)C1CCCN(C(=O)CNS(=O)(=O)c2ccc(Br)s2)C1 (stereo unspecified)	3%	-0.2%	27%	-22%	7%	-7%	-0.1%	0.5%	-2.8%
O=C(CSc1nnc(-c2ccccc2)c2ccccc12)NCC1CCCO1 (stereo unspecified)	0%	-1.1%	4%	-16%	-5%	-23%	0.0%	0.0%	-4.5%
Cc1ccc(CCNC(=O)CC(C)CC2=NS(=O)(=O)c3ccccc3N2)cc1 (stereo unspecified)	18%	0.0%	-19%	-3%	2%	1%	0.3%	0.0%	-2.4%
O=C(C1COc2ccccc2O1)N1CCN(c2nc3ccccc3s2)CC1 (stereo unspecified)	-2%	-1.1%	15%	-42%	1%	9%	0.0%	1.5%	-5.0%
O=C(CN1CCCC1)Nc1c(Cl)cccc1Cl	5%	-0.2%	-36%[20 µM]	-14%	1%	-17%	-0.4%	-1.7%	-3.2%

This is a subset, so the mix of outcomes need not match the whole.
